# TSHR antag – Antagonists of the Thyroid Stimulating Hormone Receptor: HTS campaign. actives 0.2% (n = 330,000). Thyrotropin receptor (Homo sapiens), P16473. AID 504810, 2011. activity change, negative = inhibition, % at 11.5 µM. TSHR-expressing cells, TSH-stimulated cAMP HTRF, 2 h; stronger effect = lower value;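 active = activity change below a set negative limit, meaning inhibition stronger than a set level, cut at about -70% in these data; inconclusive = activity change between two set negative limits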; note: % is set by controls: 0 for no effect and ±100 for the full control effect
#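 TSHR-expressing cells were treated with compounds, then stimulated with TSH at EC80 (4nM final) for 2 hours at 37 deg C. Cellular cAMP was measured by HTRF competition between lysate cAMP and cAMP-d2 for a cryptate-labelled anti-cAMP antibody.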
# Mito fusion yeast – qHTS Assay for Small Molecule Inhibitors of Mitochondrial Division or Activators of Mitochondrial Fusion. AID 485298, 2010. actives 0.23% (n = 320,000). S. cerevisiae fusion-defective mutant growth rescue, CellTiterGlo 48 h. Potency, µM (series often up to 46.1 µM), without a hit: at the top dose growth rescue (activation), usual class: activators;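 note: potency is the fitted concentration of half-maximal effect; % of control where 0% means no effect; nearly all actives have a fitted effect of over 45% in size; temperature-sensitive fusion mutants such as fzo1-1 at 37 °C on non-fermentable ethanol glycerol medium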
#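 Read-out: ATP-based luminescence (CellTiterGlo, 10 min ambient) reporting growth of fusion-defective ts yeast after 48 hours at 37C on glycerol/ethanol YPEG medium in the presence of compound.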
# PKM2 act – qHTS Assay for Activators of Human Muscle isoform 2 Pyruvate Kinase; Pyruvate kinase PKM (Homo sapiens), P14618; purified PKM2, Kinase-Glo ATP luminescence, activation; response scale: 0% is enzyme alone, no compound; actives 0.34% (n = 260,000); AID 1631, 2009; Potency, µM (highest dose often 57.5 µM), for the others: at the top dose activation, most hits filed as activators; note: potency is the fitted concentration of half-maximal effect; % is set by controls: 0 for no effect and ±100 for the full control effect; nearly all actives have a fitted effect of over 55% in size
# Target sequence (P14618 whole entry, looked up, canonical isoform): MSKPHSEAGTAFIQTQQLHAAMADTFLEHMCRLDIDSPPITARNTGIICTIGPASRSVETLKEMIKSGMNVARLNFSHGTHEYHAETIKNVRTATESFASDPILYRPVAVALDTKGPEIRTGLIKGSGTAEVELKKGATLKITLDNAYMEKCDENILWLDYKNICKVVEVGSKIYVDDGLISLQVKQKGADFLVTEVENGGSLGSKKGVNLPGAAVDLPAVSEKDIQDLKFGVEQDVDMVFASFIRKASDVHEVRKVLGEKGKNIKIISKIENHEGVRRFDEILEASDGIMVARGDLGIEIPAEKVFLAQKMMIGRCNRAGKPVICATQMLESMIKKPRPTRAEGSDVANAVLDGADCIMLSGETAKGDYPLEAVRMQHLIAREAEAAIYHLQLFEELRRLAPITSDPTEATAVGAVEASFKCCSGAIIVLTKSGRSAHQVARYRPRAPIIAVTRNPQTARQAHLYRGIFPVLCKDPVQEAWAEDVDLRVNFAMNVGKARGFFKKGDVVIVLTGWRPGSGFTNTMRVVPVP
#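 Kinase-Glo luminescence reports ATP generated from ADP (0.1 mM) and PEP (0.5 mM) by purified hPK-M2 after 1 h at room temperature, pH 7.2 imidazole buffer; intermediate enzyme activity allows detecting inhibitors and activators.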
# USP2a inh – qHTS Assay for Inhibitors of Ubiquitin-specific Protease USP2a Using CHOP2 as the Reporter. Ubiquitin carboxyl-terminal hydrolase 2 (Homo sapiens), O75604. actives 0.01% (n = 330,000). AID 463254, 2010. Potency, µM (highest dose often 38.3 µM), for inactives: at the top dose activity change, negative = inhibition, hits mostly inhibitors. USP2 core, Ub-CHOP2 coupled fluorogenic reporter, 485/531;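 note: potency is the fitted concentration of half-maximal effect; plate controls were DMSO wells for no effect and full inhibition by NEM control for full effect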
#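 USP2 core (10nM final) preincubated 30min RT with compound in 20mM Tris-HCl pH 8.0, 2mM CaCl2, 2mM beta-mercaptoethanol, 0.05% CHAPS; 25nM Ub-CHOP2 plus 25nM reporter substrate added, fluorescence (Ex485/Em531) read after 60min.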
# GALK inhibitor – qHTS Assay for Inhibitors of Human Galactokinase (GALK) | Purified GALK, Kinase-Glo residual ATP luminescence | Potency, µM (titrated, usually from 57.5 µM), for the others: top-dose activity change, negative = inhibition, actives largely listed as inhibitors | actives 0.007% (n = 270,000); note: potency is the fitted concentration of half-maximal effect; % is set by controls: 0 for no effect and ±100 for the full control effect
#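 Human GALK (5 nM) with 35 uM ATP and 100 uM galactose in 20 mM HEPES pH 8.0, 5 mM MgCl2, 60 mM NaCl, 1 mM DTT, 0.01% BSA. After 1 h at room temperature, leftover ATP was read by Kinase-Glo Plus luminescence.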
# MBNL1-CUG inh – qHTS Assay for Inhibitors of MBNL1-poly(CUG) RNA binding | Muscleblind-like protein 1 (Homo sapiens), Q9NR56 | TR-FRET MBNL1-His/biotin-(CUG)12 binding, 665/545 ratio | Potency, µM (titrated, usually from 57.5 µM), inactives show at the top dose activity change, negative = inhibition, most hits filed as inhibitors | actives 0.036% (n = 280,000) | AID 2675, 2010; active = well fitted inhibition curve with a large enough effect in the signal ratio, with a control signal flat, not every such curve was filed as active; inconclusive = small, poorly fitted or top-dose-only effect, or effect the other way, or a change in a side signal; inactive = no such curve, though single readings can be large or run the other way; the % refers to the signal ratio; note: potency is the fitted concentration of half-maximal effect; % is set by controls: 0 for no effect and ±100 for the full control effect
#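 His-tagged MBNL1 binding to biotinylated (CUG)12 RNA was measured by TR-FRET using terbium anti-His antibody (0.055 ng/ul final) and streptavidin-XL665 (5 nM final). Compounds were titrated 92 nM to 58 uM; 60 min at room temperature.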
# ASM inhibitor – Inhibitors of Secretory Acid Sphingomyelinase (S-ASM): qHTS | actives 0.006% (n = 340,000) | placental ASM, HMU-PC fluorogenic substrate, 60 min | Sphingomyelin phosphodiesterase (Homo sapiens), P17405 | Potency, µM (series often up to 57.5 µM), for the others: at the highest dose activity change, negative = inhibition, usual class: inhibitors; note: potency is the fitted concentration of half-maximal effect
#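 Human placenta-derived ASM preincubated with compound 10 min at room temperature, then reacted with 9 uM (final) fluorogenic HMU-PC substrate for 60 min at 37 C. Stop solution raises pH to 10; fluorescence read at Ex 386/Em 447 nm.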
# BCR signal inh – qHTS Assay to Find Inhibitors of Chronic Active B-Cell Receptor Signaling; actives 0.05% (n = 340,000); Potency, µM (doses to about 46.1 µM), for inactives: top-dose ratio change, negative = lower green/red ratio, usual class: inhibitors; AID 493014, 2011; ABC-DLBCL IkBa-CBG/CBR reporter, luminescence ratio, 4 h; active = well fitted inhibition curve with a large enough effect in the signal ratio, with a control signal flat, not every such curve was filed as active; inconclusive = small, poorly fitted or top-dose-only effect, or effect the other way, or a change in a side signal; the % refers to the signal ratio;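 note: potency is the fitted concentration of half-maximal effect; plate controls were basal doxycycline-induced cells for no effect and cells given 10 µM MG132 for full effect; MG132 reads +100%, hits lower the ratio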
#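 Concentration-response series (up to 46 uM) were applied to TMD8 dual-reporter cells for 4 h at 37C with doxycycline. Green/red ratio, after filter-overlap correction, defined %Activity; red signal alone was normalised to basal cells and zero luminescence.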
# hERG WT inh – qHTS for Inhibitors of KCHN2 3.1: Wildtype qHTS. Voltage-gated inwardly rectifying potassium channel KCNH2 (Homo sapiens), Q12809. U2OS, BacMam KCNH2, thallium flux FluxOr; stronger effect = lower value. activity change, % at 1.84 µM. actives 0.37% (n = 340,000). AID 720551, 2013;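 active = maximum activity change below -70%; inconclusive = maximum activity change between -70% and -50%; inactive = maximum activity change above -50%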; note: % is set by controls: 0 for no effect and ±100 for the full control effect
#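 U2OS cells were transduced with wild-type KCNH2 virus (2.03 x 10^8 / mL) for 4 h at room temperature, then cultured overnight at 37 C. Thallium flux was read with FluxOr dye. Rate constants were normalized to DMSO controls.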
# Menin MLL FP TR – qHTS Assay for Inhibitors Targeting the Menin-MLL Interaction in MLL Related Leukemias: Competition With Texas Red Labeled MLL-derived Mutant Peptide; O00255; Menin + Texas Red MLL mutant peptide, fluorescence polarization; Potency, µM (doses to about 61.6 µM), without a hit: at the top dose FP activity change, negative = inhibition, hits mostly inhibitors; actives 0.23% (n = 270,000); active = well fitted inhibition curve with a large enough effect in the polarisation, with a control signal flat, not every such curve was filed as active; inconclusive = small, poorly fitted or top-dose-only effect, or effect the other way, or a change in a side signal; inactive = no such curve, though single readings can be large or run the other way; the % refers to the polarisation; note: potency is the fitted concentration of half-maximal effect; % of control where 0% means no effect; many of its hits are not listed in these tables
# Eya2 phos inh – qHTS Assay for Inhibitors of the Phosphatase Activity of Eya2. actives 0.006% (n = 330,000). Protein phosphatase EYA2 (Homo sapiens), O00167. AID 488837, 2010. recombinant Eya2, OMFP fluorescence dephosphorylation (OMFP is methylfluorescein phosphate). Potency, µM (top dose mostly 76.9 µM), for inactives: at the highest dose activity, negative = inhibition, actives largely listed as inhibitors; note: potency is the fitted concentration of half-maximal effect; % is set by controls: 0 for no effect and ±100 for the full control effect
# Target sequence (O00167 whole entry, looked up): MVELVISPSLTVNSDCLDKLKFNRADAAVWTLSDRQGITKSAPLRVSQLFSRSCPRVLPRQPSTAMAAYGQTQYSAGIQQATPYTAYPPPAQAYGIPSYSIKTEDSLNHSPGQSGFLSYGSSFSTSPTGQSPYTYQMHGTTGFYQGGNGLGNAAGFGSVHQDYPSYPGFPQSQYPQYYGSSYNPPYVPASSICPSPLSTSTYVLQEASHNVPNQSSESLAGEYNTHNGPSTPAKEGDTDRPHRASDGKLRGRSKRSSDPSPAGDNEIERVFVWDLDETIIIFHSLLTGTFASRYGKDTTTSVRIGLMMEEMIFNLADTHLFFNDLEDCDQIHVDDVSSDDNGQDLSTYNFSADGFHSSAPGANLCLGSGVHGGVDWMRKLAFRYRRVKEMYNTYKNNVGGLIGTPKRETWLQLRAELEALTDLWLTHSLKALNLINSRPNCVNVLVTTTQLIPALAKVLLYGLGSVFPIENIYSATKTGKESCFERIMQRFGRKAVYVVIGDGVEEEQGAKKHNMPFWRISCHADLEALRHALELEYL
#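 Eya2 (0.2 uM) preincubated 10 min at ambient with compound, then OMFP substrate added at 50 uM; 10 min reaction in 50 mM HEPES pH 7.5, 50 mM NaCl, 5 uM MgCl2, 0.05% BSA, 1 mM DTT. Fluorescence read at Ex 485/Em 525 nm.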
# Starred values were filed as active, the others as inactive; u = inconclusive; x = no result given; [ ] = another dose, or the depositor's remark. Unless noted, calls come from the whole dose curve; as a rule, active = well fitted curve in the direction sought with a large enough effect; inconclusive = small, poorly fitted or top-dose-only effect, or another doubt; inactive = no such curve, though single readings can be large; an effect the other way counts as inactive or inconclusive.
molecule | TSHR antag | Mito fusion yeast | PKM2 act | USP2a inh | GALK inhibitor | MBNL1-CUG inh | ASM inhibitor | BCR signal inh | hERG WT inh | Menin MLL FP TR | Eya2 phos inh
Cn1c(C2CCCN2C(=O)OC(C)(C)C)n[nH]c1=S (stereo not drawn) | 3.1 | 1.8% | -0.9% | -1.4% | -0.7% | -2.7% | 2.2% | 0.9% | 14.1 | -2.9% | 17.5%
COc1ccc(CNCCCC(=O)Nc2c(Cl)ccc(C)c2Cl)cc1OC | 2.9 | 8.0% | 5.8% | -7.3% | -0.7% | 5.2% | 6.2% | 11.8% | 18.1 | -9.3% | 1.3%
Cc1cccc(C(=O)NCCCNC(=O)c2ccccn2)c1 | -3.0 | 2.6% | x | 0.4% | 7.2% | -1.4% | 3.8% | u | -0.4 | x | 5.6%
O=C(Nc1cccnc1)c1ccccc1-c1nc(-c2ccccc2F)no1 | 1.5 | 0.8% | 7.6% | -0.9% | 1.2% | -22.5% | -6.4% | u | 5.4 | 4.2% | 5.2%
CCOc1ccc(C(=O)NNC(=O)C2CC(=O)N(c3ccc(C)cc3)C2)cc1 (stereo not drawn) | 6.8 | -6.0% | x | 0.8% | x | x | 6.1% | -17.4% | -3.8 | x | 8.8%
O=C(Nc1nc2ccccc2[nH]1)Nc1ccccc1F | 1.6 | -7.5% | -5.6% | -0.5% | 4.8% | 0.9% | 0.4% | x | -9.8 | u | 6.4%
CCNC(=O)CN1C(=O)NC2(CCOc3ccccc32)C1=O (stereo not drawn) | 4.5 | -3.5% | -3.6% | -1.6% | -3.5% | -1.3% | 5.6% | -9.5% | -4.9 | 1.6% | 0.7%
Cc1c(CC(=O)NCCCC(=O)O)c(=O)oc2c(C)c3oc4c(c3cc12)CCCC4 | -12.2 | -0.6% | x | -0.9% | 8.1% | -5.9% | 50.6%[activator] | 0.0% | 9.1 | 14.3% | -0.9%
Cc1ccccc1C(=O)Nc1cc(S(=O)(=O)N2CCCCC2)ccc1N1CCN(C)CC1 | 3.5 | -0.4% | -11.9% | 3.3% | -2.1% | x | -1.2% | -2.3% | 14.4 | -2.5% | 7.0%
CC(C)NC(=O)CCN1C(=O)c2ccccc2Sc2ncccc21 | 9.5 | -2.5% | x | 1.4% | x | -0.9% | 1.2% | -0.8% | -5.7 | 5.2% | 3.4%
CC(=O)c1cc(C(=O)N2CCc3c([nH]c4ccccc34)C2CC(C)C)[nH]n1 (stereo not drawn) | 5.9 | 0.1% | -1.8% | -0.8% | 1.6% | -8.2% | -2.9% | -11.4% | 0.2 | -0.3% | 7.6%
Cc1cccc(C(C(=O)NC2CCCCC2)N(C(=O)c2csnn2)C2CC2)c1 (stereo not drawn) | 3.9 | 9.5% | 1.1% | 0.3% | -0.2% | 0.0% | -3.4% | 1.7% | -6.7 | u | -6.0%
Cc1cc(NC(=O)CSc2nc(-c3cccnc3)ccc2C#N)no1 | 2.6 | 4.1% | u | 4.3% | 1.2% | 112.4%[activator] | 7.9% | 7.2% | -12.2 | -1.7% | -7.2%
NC(=O)COC(=O)c1cc(=O)[nH]c2ccccc12 | -5.1 | -3.4% | -7.1% | -0.2% | -4.0% | x | 20.1% | -7.3% | -3.2 | x | 18.6%
CCCc1cc(=O)n2[nH]c(C)c(-c3ccc(OC)cc3)c2n1 | -2.7 | -0.6% | 5.1% | 1.3% | x | 2.5% | -3.5% | 0.0% | -0.8 | -20.4% | 5.0%
Cc1cccc(/C(N)=N/OC(=O)CCCN2C(=O)c3ccccc3C2=O)c1 | -5.1 | 2.1% | -5.8% | 0.9% | -1.5% | 0.0% | -2.6% | u | -9.9 | 3.0% | -21.4%
CC(Sc1nc2ccccc2[nH]1)C(=O)NC1CCCCC1C (stereo not drawn) | -6.6 | -2.7% | -5.0% | -2.2% | 1.0% | -7.9% | 4.6% | 3.2% | -7.0 | x | -5.4%
CCOC(=O)C1CCN(c2cc(=O)n(-c3ccccc3Cl)c(=O)[nH]2)CC1 | -4.6 | -0.8% | 3.0% | 2.7% | -0.6% | -16.0% | 0.3% | u | -3.3 | -1.7% | -17.0%

# By substructure, the compounds so far with an NH in an aromatic ring.
molecule | TSHR antag | Mito fusion yeast | PKM2 act | USP2a inh | GALK inhibitor | MBNL1-CUG inh | ASM inhibitor | BCR signal inh | hERG WT inh | Menin MLL FP TR | Eya2 phos inh
Cn1c(C2CCCN2C(=O)OC(C)(C)C)n[nH]c1=S (stereo not drawn) | 3.1 | 1.8% | -0.9% | -1.4% | -0.7% | -2.7% | 2.2% | 0.9% | 14.1 | -2.9% | 17.5%
O=C(Nc1nc2ccccc2[nH]1)Nc1ccccc1F | 1.6 | -7.5% | -5.6% | -0.5% | 4.8% | 0.9% | 0.4% | x | -9.8 | u | 6.4%
CC(=O)c1cc(C(=O)N2CCc3c([nH]c4ccccc34)C2CC(C)C)[nH]n1 (stereo not drawn) | 5.9 | 0.1% | -1.8% | -0.8% | 1.6% | -8.2% | -2.9% | -11.4% | 0.2 | -0.3% | 7.6%
NC(=O)COC(=O)c1cc(=O)[nH]c2ccccc12 | -5.1 | -3.4% | -7.1% | -0.2% | -4.0% | x | 20.1% | -7.3% | -3.2 | x | 18.6%
CCCc1cc(=O)n2[nH]c(C)c(-c3ccc(OC)cc3)c2n1 | -2.7 | -0.6% | 5.1% | 1.3% | x | 2.5% | -3.5% | 0.0% | -0.8 | -20.4% | 5.0%
CC(Sc1nc2ccccc2[nH]1)C(=O)NC1CCCCC1C (stereo not drawn) | -6.6 | -2.7% | -5.0% | -2.2% | 1.0% | -7.9% | 4.6% | 3.2% | -7.0 | x | -5.4%
CCOC(=O)C1CCN(c2cc(=O)n(-c3ccccc3Cl)c(=O)[nH]2)CC1 | -4.6 | -0.8% | 3.0% | 2.7% | -0.6% | -16.0% | 0.3% | u | -3.3 | -1.7% | -17.0%

# Some of the compounds tested, so the mix of outcomes need not match the whole.
